Bioassay records: PubChem BioAssay, The Scripps Research Institute Molecular Screening Center
M1 PAM parental = nonselective calcium activators in parental CHO-K1 cells, primary screen, counter-screen for M1 PAM project, cell-based, Fluo-8 calcium fluorescence, full deck, 1536-well. ATP EC20; 0% at ATP EC20, 100% at ATP max. activation, % at 3 µM. 360,000 compounds, 0.02% hits. AID 602247, 2012;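 active = activation above the run cutoff, the mean activation of all test compounds plus 3 SD, cut at about 40% in these data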;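 also: peak over basal fluorescence ratio in a 140 s read after ATP addition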
CHRM1 antagonist = human M1 muscarinic receptor antagonists, primary screen, CHO-K1 cells, Fluo-8 calcium fluorescence, 1536-well; Muscarinic acetylcholine receptor M1 (Homo sapiens), P11229; inhibition, % at 3 µM; 360,000 compounds, 1.3% hits; CHO-K1 hM1, ACh EC80 antagonist; AID 588852, 2011;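 active = percent inhibition above its own plate's cutoff, namely the mean of that plate's compound wells plus 3 SD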;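 also: peak over basal fluorescence ratio during 140 s after agonist addition; 0% = ACh EC80 plus DMSO and 100% = DMSO alone without agonist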
Target sequence (P11229 whole entry, looked up): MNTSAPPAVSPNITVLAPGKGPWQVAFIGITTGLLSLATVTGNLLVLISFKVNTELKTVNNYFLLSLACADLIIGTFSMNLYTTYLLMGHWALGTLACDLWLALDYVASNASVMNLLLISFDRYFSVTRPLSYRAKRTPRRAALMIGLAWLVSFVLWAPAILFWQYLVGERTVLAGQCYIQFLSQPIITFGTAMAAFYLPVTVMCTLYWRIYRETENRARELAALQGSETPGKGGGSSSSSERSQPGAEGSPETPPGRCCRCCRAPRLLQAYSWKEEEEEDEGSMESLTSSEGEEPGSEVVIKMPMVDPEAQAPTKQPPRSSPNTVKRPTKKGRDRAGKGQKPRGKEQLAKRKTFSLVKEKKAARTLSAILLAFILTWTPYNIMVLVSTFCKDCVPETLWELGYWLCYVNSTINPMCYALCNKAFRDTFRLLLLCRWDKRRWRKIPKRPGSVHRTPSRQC
CHO parental Ca = ATP-evoked calcium signal inhibitors, parental CHO, primary screen, counter-screen for OX1R antagonist project, cell-based, fluorescence, Fluo-8 calcium dye | inhibition, % at 5.6 µM | 330,000 compounds, 0.63% hits | parental CHO-K1, ATP-induced calcium, Fluo-8 fluorescence;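 active = inhibition above that plate's mean sample inhibition plus 3 SD, cut at about 26% in these data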;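 also: 0% = ATP-challenged DMSO wells and 100% = DMSO wells without ATP; some compounds past the cut are filed as inactive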
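Assay system: parental CHO cells; Read-out basis: percent inhibition of ATP-evoked calcium rise, normalized to controls; Benchmarks: ATP and no-ATP DMSO wells; Compound dosing: single nominal dose of 5.6 µM per compound; Signal: Fluo-8 calcium dye fluorescence; Also added: ATP as calcium-mobilizing challenge; Repeats: singlicate.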
M1 ag = human M1 muscarinic receptor agonists, primary screen, Fluo-8 calcium fluorescence, CHO-K1 cells, HTS. Muscarinic acetylcholine receptor M1 (Homo sapiens), P11229. CHO-K1 hM1, agonist mode; 0% DMSO, 100% acetylcholine EC100. activation, % at 3 µM. 360,000 compounds, 0.33% hits. AID 588814, 2011;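 active = activation above the run's mean compound activation plus 3 SD, cut at about 16% in these data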;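 also: peak over basal fluorescence ratio within a 140 s kinetic read after compound addition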
TAAR1 agonist = human TAAR1 agonists, primary screen, Fluo-8 calcium fluorescence, CHO RD-HGA16 cells; AID 624467, 2012; activation, % at 3 µM; vehicle wells 0%, saturating PEA agonist 100%; 360,000 compounds, 0.99% hits;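 active = activation above the mean activation of all test compounds in the run plus 3 SD, cut at about 38% in these data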
Target sequence (Q96RJ0 whole entry, looked up): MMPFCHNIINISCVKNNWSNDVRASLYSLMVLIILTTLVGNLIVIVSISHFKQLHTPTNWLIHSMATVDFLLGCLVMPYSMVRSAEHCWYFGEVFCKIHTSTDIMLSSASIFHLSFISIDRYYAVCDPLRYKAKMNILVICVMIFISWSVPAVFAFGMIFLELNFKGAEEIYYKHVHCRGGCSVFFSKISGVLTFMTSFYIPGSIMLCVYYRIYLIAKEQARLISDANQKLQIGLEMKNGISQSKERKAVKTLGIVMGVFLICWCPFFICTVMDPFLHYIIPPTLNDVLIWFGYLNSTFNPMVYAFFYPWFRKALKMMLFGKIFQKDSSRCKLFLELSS
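Test system: RD-HGA16 (CHO) cells co-expressing Gα16 and hTAAR1 | Doses: Single dose, 3 µM | Schedule: 17-24 h seeding, 75 min 37 °C dye, 30 min RT | Evaluation: % activation from peak over basal fluorescence ratio, DMSO-to-PEA scaled | Technique: Kinetic Fluo-8 calcium fluorescence | Benchmarks: Low control DMSO, high control PEA (EC100)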
M1 ag parental = counter-screen for M1 agonists: effect in parental CHO-K1 cells; Fluo-8 calcium fluorescence; scaled to maximal ATP response, vehicle zero; activation, % at 3 µM; 360,000 compounds, 0.48% hits; AID 602248, 2012; in the data active = activation above about 15%;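 also: untransfected CHO-K1 host cells lacking M1 receptor as counterscreen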
CHO-K1 Ca antag = counter-screen for M1 antagonists: effect in parental CHO-K1 cells; 360,000 compounds, 0.6% hits; ATP-induced calcium, Fluo-8 fluorescence; inhibition, % at 3 µM;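 active = inhibition above a per-plate cutoff, the plate's mean sample inhibition plus 3 SD, cut at about 24% in these data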;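 also: 0% = DMSO plus EC80 ATP and 100% = DMSO alone without ATP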
OXTR potentiator = human OXTR potentiators, primary screen, fluorescence, CHO-OTR cells, Fluo-8 calcium | AID 2445, 2010 | Fluo-8 calcium fluorescence, potentiator mode; 0% = oxytocin EC15, 100% = EC100 | activation, % at 3 µM | 320,000 compounds, 0.061% hits | Oxytocin receptor (Homo sapiens), P30559;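 active = activation above that plate's cutoff, the mean activation of tested compounds plus 3 SD, cut at about 6.6% in these data, passing the limit was not always enough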;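 also: 100% uses oxytocin at 75 nM as the full agonist control; some results filed as inactive read as strong as hits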
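Assay system: CHO cell line stably expressing human OTR | Also added: Oxytocin at about EC15, sub-maximal agonist stimulus | Times: Compound 6 min at room temperature before oxytocin, 100 s read | Measured by: Fluo-8 intracellular calcium fluorescence, ex 470-495, em 515-575 nm | Controls: EC15 oxytocin alone as 0%, 75 nM oxytocin as 100%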
TAAR1 antag = human TAAR1 antagonists, primary screen, Fluo-8 calcium fluorescence, CHO RD-HGA16 cells; 360,000 compounds, 1.5% hits; Trace amine-associated receptor 1 (Homo sapiens), Q96RJ0; inhibition, % at 3 µM; antagonist;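 active = inhibition above a per-plate cutoff, the mean inhibition of test compounds on that plate plus 3 SD, cut at about 49% in these data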;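 also: 0% = DMSO plus EC80 beta-PEA response and 100% = DMSO alone without agonist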
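Test system: RD-HGA16 CHO cells with stable hTAAR1 and Gα16 / Probe or stimulus: EC80 β-phenethylamine stimulus / Times: seeding 17-24 h prior, 75-min 37 °C, 30-min RT dye loading / Detection: Fluo-8 calcium-sensitive fluorescence / Read-out basis: % inhibition scaled between DMSO and EC80 PEA controls / Repeats: singlicate, one well per test compound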
Starred values were filed as active, the others as inactive; / = not tested or not shown.

#1 COc1cc(NC(=O)COC(=O)CNC(=O)c2cc(C)cc(C)c2)c(C)cc1[N+](=O)[O-]
#2 COc1cccc(CSc2nc3ccncc3[nH]2)c1
#3 NC(=O)C1(Nc2ccc(Br)cc2)CCCC1
#4 C=CCNC(=O)/C(=C/c1ccc(Br)cc1)NC(=O)c1ccccc1OC
#5 O=C(Nc1nc2ccc(F)cc2s1)c1ccc([N+](=O)[O-])o1
#6 CC(C(=O)N1c2ccccc2CCc2ccccc21)n1nnc(-c2ccc(N(C)C)cc2)n1 (stereo not given)
#7 CC(C)(O)C#Cc1ccc(CNC[C@H]2O[C@@H](n3cnc(C(N)=O)n3)[C@H](O)[C@@H]2O)s1
#8 O=C(NC(=S)NCc1ccc(Cl)cc1Cl)c1ccco1
entry no.,1,2,3,4,5,6,7,8
M1 PAM parental,26,0,11,0,15,11,17,19
CHRM1 antagonist,-7,-15,-15,1,-2,-25,0,-3
CHO parental Ca,-31,-2,/,-9,/,7,/,-20
M1 ag,-9,-1,1,-2,3,-4,-4,-6
TAAR1 agonist,0,1,2,7,8,-1,1,0
M1 ag parental,1.7,2.5,-0.2,1.3,1.8,0.1,0.9,0.5
CHO-K1 Ca antag,-20,-10,-3,7,-5,-4,-18,-15
OXTR potentiator,-15,-1,/,-8,/,-15,/,-6
TAAR1 antag,-8,-28,-5,-6,3,-1,0,-10

#9 Cc1cc(C(=O)CN2C(=O)C(=O)N(C3CCCC3)C2=O)c(C)n1-c1ccc(F)cc1
#10 Cc1cc(C(=O)CSc2nnnn2C)c(C)n1CCc1ccc(Cl)cc1
#11 O=C(CN1C(=O)NC2(CCCCCCC2)C1=O)Nc1ccc(Br)cc1Br
#12 CC1SC(c2ccccc2)N(CC(O)c2ccc([N+](=O)[O-])cc2)C1=O (stereo not given)
#13 Cc1nn(Cc2ccccc2)c(N)c1C#N
#14 O=C(NNc1ccc([N+](=O)[O-])cc1)C12CC3CC(CC(C3)C1)C2
#15 CCOc1cc(CNC)ccc1OCC(=O)NC(C)(C)C
#16 CCn1cc(/C=N\NC(=O)COc2cccc(C)c2C)c(C)n1
entry no.,9,10,11,12,13,14,15,16
M1 PAM parental,9,18,7,-13,5,16,20,-6
CHRM1 antagonist,17,-9,-15,-5,-35,-4,-7,7
CHO parental Ca,-20,-6,-13,-16,-3,-15,-2,-4
M1 ag,-7,-2,-5,-7,-4,-2,-12,-3
TAAR1 agonist,-3,10,-1,1,6,11,1,1
M1 ag parental,3.0,0.4,0.3,0.2,-0.1,2.1,1.1,0.2
CHO-K1 Ca antag,-13,-9,-15,25*,-3,-1,-2,3
OXTR potentiator,-2,-6,-6,-2,3,-8,0,-4
TAAR1 antag,30,-2,-5,-2,-9,-4,11,-1

#17 Cc1cc(C(=O)O)ccc1N=Cc1c(O)ccc2ccccc12
#18 CCOc1ccccc1CNn1cnnc1SCC(=O)NC(C)(C)C
#19 CN1C(C)(C)CCCC1(C)C
#20 O=C1c2ccc3c4c(ccc(c24)C(=O)N1CCCCO)C(=O)N(CCCCO)C3=O
#21 Cc1cc(Cn2nnc(-c3ccc(Br)cc3)n2)cc(C)c1O
#22 CC1CCCN(C(=S)Nc2ccc(Nc3ccccc3)cc2)C1 (stereo not given)
#23 COc1ccc(/C=C(\NC(=O)c2ccccc2)C(=O)N/N=C/c2ccncc2)cc1
#24 O=C(COn1nnc2ccc(C(F)(F)F)cc21)Nc1nnc(-c2ccccc2)o1
entry no.,17,18,19,20,21,22,23,24
M1 PAM parental,-5,2,7,16,-8,14,13,19
CHRM1 antagonist,-7,-1,-3,-9,0,2,-7,-24
CHO parental Ca,-5,/,0,/,5,3,-19,-15
M1 ag,-4,0,-2,-5,-6,-12,-3,-3
TAAR1 agonist,16,0,3,4,2,29,3,1
M1 ag parental,9.0,0.7,0.3,1.3,1.4,3.1,0.9,0.1
CHO-K1 Ca antag,-2,7,1,-9,-18,-10,-25,-12
OXTR potentiator,-3,/,2,/,-8,-14,-5,-9
TAAR1 antag,-6,-18,-20,9,15,6,17,10

3 entries from above in a different format.
nr | Molecule | M1 PAM parental | CHRM1 antagonist | CHO parental Ca | M1 ag | TAAR1 agonist | M1 ag parental | CHO-K1 Ca antag | OXTR potentiator | TAAR1 antag
20 | O=C1c2ccc3c4c(ccc(c24)C(=O)N1CCCCO)C(=O)N(CCCCO)C3=O | 16 | -9 | / | -5 | 4 | 1.3 | -9 | / | 9
4 | C=CCNC(=O)/C(=C/c1ccc(Br)cc1)NC(=O)c1ccccc1OC | 0 | 1 | -9 | -2 | 7 | 1.3 | 7 | -8 | -6
13 | Cc1nn(Cc2ccccc2)c(N)c1C#N | 5 | -35 | -3 | -4 | 6 | -0.1 | -3 | 3 | -9

Continuation.
#25 CCCCNC(=S)N1CCN(C(c2ccccc2)c2ccccc2)CC1
#26 CC1CCCC(NC(=O)Cn2c(Cl)nc3c2c(=O)n(C)c(=O)n3C)C1C (stereo not given)
#27 CCOC(=O)[C@@H]1[C@H]2COc3ccc(Br)cc3[C@@H]2N2C(=O)N(c3ccc(C(F)(F)F)cc3)C(=O)[C@]12C
#28 Clc1ccc2c(c1)C(c1cccs1)=NNC(c1cccnc1)=N2
#29 O=C(NC1CC1)C1=C[C@@H](c2c[nH]c3ccccc23)C[C@@H](OCCCCO)O1
#30 CCn1c(SCC(=O)Nc2ccc(Cl)cc2)nc2nc3c(cc2c1=O)CCCC3
#31 COC(=O)CCc1c(C)[nH]c(C(=O)OCc2ccccc2)c1C
#32 O=C(NC1CC1)C1=C[C@H](c2ccc(Br)cc2)C[C@H](OCc2ccc(CO)cc2)O1
entry no.,25,26,27,28,29,30,31,32
M1 PAM parental,-5,8,15,-4,4,24,9,32
CHRM1 antagonist,7,-13,6,-1,2,0,5,-13
CHO parental Ca,-18,-9,-22,-20,-4,-41,-36,-12
M1 ag,-15,-1,-8,-7,-3,-8,-3,-6
TAAR1 agonist,0,1,1,13,7,2,2,23
M1 ag parental,7.0,0.1,0.8,0.3,1.2,0.3,0.2,0.6
CHO-K1 Ca antag,-13,-4,-13,-2,5,-12,3,-11
OXTR potentiator,-11,-8,1,-3,-4,-8,-19,-4
TAAR1 antag,24,3,9,-2,1,-2,7,0

#33 CS(=O)(=O)Nc1ccccc1C(=O)NCc1ccco1
#34 O=C(CCCN1C(=O)c2ccccc2C1=O)Nc1cccnc1
#35 COc1ccc(-n2c(C)c3c(C)nnc(C)c3c2C)cc1OC
#36 O=C(CCl)N1c2ccccc2Sc2c1ccc1ccccc21
#37 CCOc1ccc(CCNC(=O)c2ccc(C)c(NC3=NC4CS(=O)(=O)CC4S3)c2)cc1 (stereo not given)
#38 Oc1ccc(N2CCN(Cc3c(-c4ccccc4)nc4ccccn34)CC2)cc1
#39 CCC(C)C1=CC(=Nc2c(C)n(C)n(-c3ccccc3)c2=O)C=C(C(C)CC)C1=O (stereo not given)
#40 Cn1nnc(NC(=O)COc2ccc(C3CCCCC3)cc2)n1
entry no.,33,34,35,36,37,38,39,40
M1 PAM parental,14,17,12,23,-9,1,-3,5
CHRM1 antagonist,-10,-18,-21,-4,1,-8,-4,-7
CHO parental Ca,0,-2,/,/,-3,-23,-32,6
M1 ag,-5,0,-6,-4,-2,-5,-7,3
TAAR1 agonist,11,1,1,-1,5,-2,-1,19
M1 ag parental,0.3,0.2,-0.1,0.2,-0.1,0.0,-0.3,1.7
CHO-K1 Ca antag,-9,-9,-3,2,-12,-14,9,4
OXTR potentiator,-10,-3,/,/,-2,-5,-13,-16
TAAR1 antag,7,3,-14,-9,-26,-1,-10,12

#41 OC(c1ccccc1)c1nc2ccccc2s1 (stereo not given)
#42 CCOC(=O)c1c(C)[nH]c(C)c1C(=O)CSc1nnc(-c2ccncc2)n1Cc1ccccc1
#43 CN(CC(=O)O/N=C(\N)c1ccccn1)S(=O)(=O)c1cc(Cl)ccc1Cl
#44 O=C(Nc1ccc(N2CCN(C(=O)c3ccco3)CC2)c(Cl)c1)c1cccnc1
#45 CCOC(=O)CSc1nnc(-c2cccs2)n1-c1ccccc1
#46 CCCc1nnc(NC(=O)CCC(=O)NCc2ccccc2OC)s1
#47 Cn1c(N)c(Br)c(-c2ccc(F)cc2)c(C#N)c1=O
#48 CCc1ccc(N2C(=O)C3C4C=CC(CC4)C3C2=O)cc1 (stereo not given)
entry no.,41,42,43,44,45,46,47,48
M1 PAM parental,-4,17,11,2,10,11,-11,-1
CHRM1 antagonist,-7,-13,1,-1,-18,-7,-10,-1
CHO parental Ca,-3,-20,-11,-1,-10,-6,-10,1
M1 ag,-1,-2,-3,-4,0,-5,-6,-3
TAAR1 agonist,2,-4,10,11,6,8,-1,0
M1 ag parental,-0.3,0.9,2.1,2.6,0.8,0.3,0.7,0.4
CHO-K1 Ca antag,7,-6,-8,0,2,-11,-14,-4
OXTR potentiator,-7,0,-7,-5,-2,4,0,-2
TAAR1 antag,-3,-8,-2,11,-21,2,-21,-2

#49 CCC(=O)Nc1sc2c(c1C#N)CC(C)(C)NC2(C)C
#50 COc1cc(S(=O)(=O)N(Cc2ccccn2)Cc2ccccc2Cl)ccc1-n1cnnn1
#51 O=C(COC(=O)c1cc(=O)[nH]c(=O)[nH]1)Nc1cccc(S(=O)(=O)N2CCCCC2)c1
#52 COc1ccc(CCNC(=O)C(=O)NCCC2CCCCN2S(=O)(=O)c2cccs2)cc1 (stereo not given)
entry no.,49,50,51,52
M1 PAM parental,10,14,15,-10
CHRM1 antagonist,-6,-2,-4,-7
CHO parental Ca,-16,-12,3,-20
M1 ag,-3,-7,-2,-1
TAAR1 agonist,3,6,1,6
M1 ag parental,-0.1,1.2,10,2.8
CHO-K1 Ca antag,-14,-18,2,-4
OXTR potentiator,-2,-9,-7,-6
TAAR1 antag,-8,32,-9,23

No enrichment for hits, and some 4.2% of all compounds hit somewhere here.
